FEN1 inh: qHTS Assay for the Inhibitors of Human Flap endonuclease 1 (FEN1) | actives 0.35% (n = 390,000) | AID 588795, 2011 | Potency, µM (highest dose often 114 µM), for the others: top-dose activity change, negative = inhibition, usual class: inhibitors | Recombinant FEN1 flap cleavage, fluorescence, 15 min | P39748; also: nearly all actives have a fitted effect of over 65% in size
Target sequence (P39748 whole entry, looked up): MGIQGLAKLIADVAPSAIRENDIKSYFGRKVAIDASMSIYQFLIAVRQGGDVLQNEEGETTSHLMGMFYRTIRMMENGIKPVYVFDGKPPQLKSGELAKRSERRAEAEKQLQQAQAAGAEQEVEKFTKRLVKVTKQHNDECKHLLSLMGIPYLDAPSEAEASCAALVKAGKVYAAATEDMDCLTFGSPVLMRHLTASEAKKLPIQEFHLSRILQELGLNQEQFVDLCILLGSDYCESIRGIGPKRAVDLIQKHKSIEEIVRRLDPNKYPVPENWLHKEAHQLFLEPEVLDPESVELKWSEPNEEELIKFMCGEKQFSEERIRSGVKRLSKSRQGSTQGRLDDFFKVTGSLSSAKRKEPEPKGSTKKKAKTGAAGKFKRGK
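FEN1 at 10 nM preincubated with compounds 15 min at room temperature, then flap DNA substrate added at 50 nM final. Signal read at 0 and 15 min; concentration-response fitted with four-parameter Hill equation.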
TDP1 cell CPT: qHTS for Inhibitors of human tyrosyl-DNA phosphodiesterase 1 (TDP1): qHTS in cells in presence of CPT; chicken DT40 Tdp1-/-;hTDP1 cells + 20 nM CPT, ATP luminescence, 48 h; Potency, µM (series often up to 46.2 µM), inactives show top-dose activity change, negative = growth inhibition, actives largely listed as inhibitors; actives 12% (n = 420,000); AID 686979, 2013; also: nearly all actives have a fitted effect of over 55% in size
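Cell growth measured by CellTiter-Glo luminescence after a minimum 48 h, 37 C compound exposure with 20 nM CPT in Tdp1-knockout DT40 cells stably expressing hTDP1, seeded 400/well; qHTS titration format.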
N370S GC mod: qHTS Assay for Inhibitors and Activators of N370S glucocerebrosidase as a Potential Chaperone Treatment of Gaucher Disease. Lysosomal acid glucosylceramidase (Homo sapiens), P04062. N370S GC spleen homogenate, 4MU-glucoside fluorescence. Potency, µM (series often up to 59.4 µM), without a hit: at the highest dose activity change, negative = inhibition, most hits filed as inhibitors. actives 0.092% (n = 330,000);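 also: 0% = full enzyme activity and -100% = no enzyme basal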
An asterisk follows results filed as active; ? = inconclusive; . = not tested or not shown; & = joins results of further samples; [ ] = dose if it differs, or a comment. Calls follow the shape of the dose curve; as a rule, active = well fitted curve in the direction sought with a large enough effect; inconclusive = small, poorly fitted or top-dose-only effect, or another doubt; inactive = no such curve, though single readings can be large; an effect the other way counts as inactive or inconclusive. Unless noted, % is scaled to controls: 0 for no effect and ±100 for the full control effect; potency is read from the fitted curve at half-maximal effect. An excerpt; rates above refer to the full screens.

SMILES | FEN1 inh | TDP1 cell CPT | N370S GC mod
COc1ccc(Cl)cc1NC(=O)CSc1sc2c(O)cc(=O)[nH]c2c1C#N | -35.6% | 3.1% | -11.1%
Cc1ccccc1OCCn1cc(C=O)c2ccccc21 | -16.3% | ? | 16.9%
COc1ccc(N2C(=O)CC2(C#N)c2ccc(OCc3ccccc3)cc2)cc1 (stereo not drawn) | 27.9% | -9.8% | 2.8%
COc1ccc(-c2cc(CNC(=O)CN3CCN(C)CC3)on2)cc1 | -2.8% | -15.6% | 10.7%
Cc1ccc(S(=O)(=O)N2CCN(c3ccc(C(=O)N4CCOCC4)cc3[N+](=O)[O-])CC2)cc1 | -7.3% | 18.4µM* | 3.4%
O=c1c2ccccc2c(C=NCc2ccccn2)c(O)n1-c1ccccc1 | 0.5% | -25.4% | 0.8%
CCN(CC)S(=O)(=O)c1ccc(Cl)c(NC(=O)c2ccncc2)c1 | 6.8% | 7.3% | -0.5%
COc1ccc(-c2nc(=S)c3c([nH]2)Oc2ccc(C)cc2C3)cc1O | -2.4% | 3.3% | 12.0%
COc1cc(OC)cc(N2C(=O)CC(N3CCC(C(=O)N4CCCCC4)CC3)C2=O)c1 (stereo not drawn) | -0.7% | -12.9% | -3.3%
COc1ccc(C(=O)Nc2ccccc2C(=O)N2CCOCC2)cc1OC | -1.1% | 3.8% | -1.9%
NC1=NCCN1CC(=O)O | . | 0.3% | -11.2%
Cn1c(CC(=O)Nc2ccccc2)n[nH]c1=S | -0.4% | -8.3% | 7.7%
O=C1CN(C(=O)C2CCCC2)CCN1 | -5.8% | -11.7% | 21.4%
Cc1ccccc1C(=O)N1CCC(C(=O)Nc2ccc(C)c(S(=O)(=O)N3CCCCC3)c2)CC1 | -20.7% | 13µM* | .
CN(C)C(=O)COC(=O)c1cccnc1Nc1ccccc1F | 14.2% | -1.9% | -0.5%
Cc1cc(O)cc(O)c1C(=O)Cc1cnn(-c2ccccc2)c1 | -20.4% | ? | -2.3%
Cc1ccccc1-n1c(C)cc(/C=C2\NC(=O)NC2=O)c1C | -15.0% | ? | 7.6%
Cc1occc1C(=O)Nc1c(F)c(F)c(F)c(F)c1F | 8.2% | -23.2% | -7.8%
C=CCn1c(CCNC(=O)c2ccc(Cl)c(Cl)c2)nnc1SCCOc1ccc(OC)cc1 | -9.1% | ? | .
CC(C)(C)NC(=O)C[C@H]1C[C@H](C(=O)N2CCCCC2)[C@@]2(C)c3[nH]c4ccc(Cl)cc4c3CCN2C1=O | 2.4% | 23.1µM* | .

The final seven records of the section before come first, to join the parts:
SMILES | FEN1 inh | TDP1 cell CPT | N370S GC mod
Cc1ccccc1C(=O)N1CCC(C(=O)Nc2ccc(C)c(S(=O)(=O)N3CCCCC3)c2)CC1 | -20.7% | 13µM* | .
CN(C)C(=O)COC(=O)c1cccnc1Nc1ccccc1F | 14.2% | -1.9% | -0.5%
Cc1cc(O)cc(O)c1C(=O)Cc1cnn(-c2ccccc2)c1 | -20.4% | ? | -2.3%
Cc1ccccc1-n1c(C)cc(/C=C2\NC(=O)NC2=O)c1C | -15.0% | ? | 7.6%
Cc1occc1C(=O)Nc1c(F)c(F)c(F)c(F)c1F | 8.2% | -23.2% | -7.8%
C=CCn1c(CCNC(=O)c2ccc(Cl)c(Cl)c2)nnc1SCCOc1ccc(OC)cc1 | -9.1% | ? | .
CC(C)(C)NC(=O)C[C@H]1C[C@H](C(=O)N2CCCCC2)[C@@]2(C)c3[nH]c4ccc(Cl)cc4c3CCN2C1=O | 2.4% | 23.1µM* | .
O=C(NCc1nnc(SCC(=O)N2CCCCC2)o1)c1c(F)cccc1Cl | 4.8% | 12.7% | 1.3%
CC(C(=O)N1CCCCCC1)c1ccc([N+](=O)[O-])cc1 (stereo not drawn) | -17.4% | 1.7% | 6.3%
COc1ccc(C(=O)NC2CCN(C(=S)Nc3cccc(C)c3C)CC2)cc1 | -5.8% | 6.2% | -21.4%
CN(C)CCCN(C(=O)COc1ccc(Cl)cc1)c1nc2cc3c(cc2s1)OCO3 | -6.7% | 8.2µM* | -23.8%
COC(=O)C1CCCCN1C(=O)c1cc(COc2cccc3cccnc23)on1 (stereo not drawn) | -5.5% | -21.5% | -5.3%
Cc1cc(C)c(S(=O)(=O)Nc2nnc(CC(C)C)s2)c(C)c1 | 4.8% | -11.1% | 4.8%
CCOC(=O)N1CCN(S(=O)(=O)c2ccc(OC)cc2)CC1 | 1.4% | 0.2% | 0.5%
COc1ccc(S(=O)(=O)Nc2ccc3c(c2)sc(=O)n3C)cc1Cl | 1.7% | 23.1µM* | .
CCC(=O)c1ccc(OC(=O)c2cccs2)cc1 | -9.4% | -14.8% | .
Cc1cc(C)c2oc(-c3ccc(NC(=O)c4cc(Br)ccc4Cl)cc3)nc2c1 | -5.7% | ? | .
CCN(CC)CCOc1ccc2nc(N(C)C)sc2c1 | -1.3% | ? | -9.4%
CC(=O)Nc1cc(C(=O)CSc2nnc(C3CC3)n2C2CC2)ccc1O | -15.8% | 1.4% | .
CC(C)CN(C(=O)c1cc(Cl)nc2ccccc12)c1c(N)n(Cc2ccccc2)c(=O)[nH]c1=O | 5.5% | -16.9% | 3.0%
C=CCNC(=S)N/N=C(\C)c1cccc(OC)c1 | -0.9% | 1.16µM* | 12.9%
Clc1ccc(-c2nnc(Sc3nc4ccccc4o3)c3ccccc23)cc1 | -6.1% | ? | 16.1%
CN(C)CCCNc1ncnc2oc(-c3ccccc3)c(-c3ccccc3)c12 | -16.0% | ? | -26.7%
COc1ccc(CCC(=O)N2CCCC(Nc3ccc(OC)cc3)C2)cc1 (stereo not drawn) | -4.8% | -11.8% | 0.9%
CCN(CC)CCNC(=O)C1(O)c2cc(Br)ccc2NC(=O)N1c1ccccc1 (stereo not drawn) | -14.2% | 2.6% | -7.2%
COc1ccccc1C(=O)NC(=O)COC(=O)Cc1ccc(F)cc1 | 42.1%[activator] | -6.9% | .
O=C(CN1C(=O)C(=O)N(Cc2ccco2)C1=O)c1c[nH]c2ccccc12 | 1.2% | -29.7% | 5.4%

The closing 2 entries of the part above come first, to join the parts:
SMILES | FEN1 inh | TDP1 cell CPT | N370S GC mod
COc1ccccc1C(=O)NC(=O)COC(=O)Cc1ccc(F)cc1 | 42.1%[activator] | -6.9% | .
O=C(CN1C(=O)C(=O)N(Cc2ccco2)C1=O)c1c[nH]c2ccccc12 | 1.2% | -29.7% | 5.4%
Cc1occc1-c1nnc(SCC(=O)Nc2ccccc2N2CCCCC2)n1C | -2.4% | 18.4µM* | -10.0%
COc1ccccc1CNC(=O)CCC(=O)N1CC2CCCN2c2ccccc21 (stereo not drawn) | 9.1% | -17.6% | .
COc1ccccc1Nc1nc(Cl)nc(Nc2ccccc2OC)n1 | -17.1% | -0.2% | ?
COc1ccc(CNC(=O)CC2C[C@H](C(=O)N3CCCCC3)[C@@]3(C)c4[nH]c5ccccc5c4CCN3C2=O)cc1OC (stereo partly drawn) | -18.2% | ? | .
CC(CNC(=O)CN1C(=O)COc2ccc(S(=O)(=O)N3CCCCC3)cc21)c1ccccc1 (stereo not drawn) | -1.3%&-2.2% | ? | -29.1%
CCN1CCN(C(=O)c2ccc(Cl)c(S(=O)(=O)N3CCCCC3)c2)CC1 | 10.4% | ? | -3.6%
CCOC(=O)c1c(S(=O)(=O)NCC(=O)Nc2ccccc2)c(C)n(C)c1C | 3.4% | -7.3% | -0.1%
Cc1cc2ccccc2c(=O)n1CC(=O)NCC1COc2ccccc2O1 (stereo not drawn) | -3.9% | -10.0% | 6.6%
Cc1cccc(N=N/C(=C\O)C(=O)c2cccs2)c1 | 0.3% | ? | 14.4%
COc1ccc(OC)c(NC(=O)COC(=O)/C=C/c2ccc(Cl)cc2)c1 | -0.9% | -5.3% | 16.8%
C(=C1c2ccccc2Oc2ccccc21)c1ccccc1 | -6.2% | ? | .
Cc1c(-c2csc(N)n2)c2ccccc2n1C | -0.4% | 6.2% | -17.0%
CSc1ccc(C(C(C(=O)c2cccs2)N2CCOCC2)N2CCOCC2)cc1 (stereo not drawn) | -0.4% | -18.1% | -0.8%
O=C(Cn1nc(-c2ccc(Cl)cc2)ccc1=O)NCCN1CCOCC1 | -1.5% | -4.2% | 0.2%
CC(C)N(C)C(=O)C(=O)c1cccn1-c1cccc(Cl)c1C#N | 12.5% | -1.0% | -7.4%
O=C(NCc1ccco1)C1CC(=O)N(CCc2ccccc2)C1 (stereo not drawn) | -0.1% | 1.4% | 3.3%
CCOC(=O)c1cc(C(=O)c2cccs2)n2ccc(C(C)=O)cc12 | 8.7% | ? | -2.7%
CCC(=NN=C(CC)c1ccccc1O)c1ccccc1O | -4.6% | ? | .
CN(C)/C=C1/Nc2ccccc2C1=O | -3.3% | ? | -18.8%
S=c1[nH]cc(-c2ccccc2)[nH]1 | 18.9% | -2.0% | 21.3%
CS(=O)(=O)n1nc(-c2ccco2)nc1N | -4.5% | 1.3% | 6.6%
O=c1[nH]cnc2c1sc1nc(C(F)F)cc(-c3ccccc3)c12 | -2.1% | -20.8% | .
C=C(C)COc1ccc(-c2nc(N)nc(C)c2Oc2ccccc2OC)c(O)c1 | -9.9% | ? | ?
Cc1cccc(OC(C)C(=O)Nc2ccc(N3CCCCC3)cc2)c1 (stereo not drawn) | 2.2% | -6.0% | -22.3%
COc1ccc(N(C(=O)c2cc3ccccc3oc2=O)C2C=CS(=O)(=O)C2)cc1 (stereo not drawn) | 3.9% | -5.6% | -4.0%
N#Cc1ccc(NC(=O)COC(=O)CNC(=O)C2CCCCC2)cc1 | 4.4% | 5.3% | -7.3%
COc1cc(C(=O)NCC(=O)NC(C)c2ccc(-n3ccnc3)cc2)cc(OC)c1OC (stereo not drawn) | 9.8% | -0.7% | 0.4%
O=C(NC1CCCc2ccccc21)C1CCCN(S(=O)(=O)c2cnc[nH]2)C1 (stereo not drawn) | 6.8% | -2.8% | -7.6%
CSc1ccc(/C=c2\s/c(=C\C(=O)C(C)(C)C)n(CC(=O)NCCC3=CCCCC3)c2=O)cc1 | -17.0% | ? | -8.0%
O=C(c1ccc(C(F)(F)F)cc1)C1CCCN(C(=O)CCc2ccncc2)C1 (stereo not drawn) | 2.4% | 8.2µM* | -14.1%
O=C(CCC(=O)N1CCSc2ccccc21)NCc1ccccc1Cl | -3.7% | 10.3µM* | .
C=CCn1c(O)c(N=NC(=O)c2ccccc2NS(=O)(=O)c2cccs2)c2ccccc21 | -14.1% | 0.0% | 8.0%
COc1ccc(-c2nnn(CC(=O)N(Cc3ccccc3Cl)C(C(=O)NCC3CCCO3)c3ccco3)n2)cc1 (stereo not drawn) | -1.8% | ? | 6.2%
CCN1CCN(C/C(C)=C/c2ccccc2)CC1 | 17.5% | -0.8% | -1.5%
COc1ccc(OC)c(NC(=O)c2cc(S(=O)(=O)N(C)C)ccc2N2CCCC2)c1 | 11.8% | -29.4% | ?
CCOc1ccc(CCN2C(=O)c3ccc(C(=O)O)cc3C2=O)cc1OCC | -4.1% | -0.4% | -7.6%
Cn1nc(C(=O)Nc2ccc(Br)cc2)cc1C(=O)Nc1ccc(Br)cc1 | -12.4% | 0.4% | -3.9%
CCC(=O)Nc1cc(=O)[nH]c2ncnn12 | -2.9% | -2.7% | 2.7%
CC(C)(C)SCCNC(=O)c1ccc(CN2CCc3ccccc3C2)cc1 | -6.0% | ? | -9.1%
CC[C@@]12C(=O)N(c3ccc(C)cc3)C(=O)N1[C@H](c1ccc(OC)cc1)[C@@H]1C(=O)N(C(C)(C)C)C(=O)[C@@H]12 | -1.1% | 12.6% | -0.6%
